# Bioassay records from PubChem BioAssay.
# GAA850 FXN act – activators of GAA850 frataxin (FXN) promoter; activation, % at 6 µM; 360,000 compounds, 0.56% hits; HEK293 lucGAA850 FXN promoter luciferase reporter, 24 h; percent of 10 µM SAHA response;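 active means activation above the average of all compounds screened plus 3 SD, cutoff fixed separately per campaign, cut at about 7.5% in these data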;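 further: 0% = DMSO wells and 100% = 10 µM SAHA wells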
# ASAP1 GAP inh – blocks human ASAP1-stimulated Arf1 GTP hydrolysis. Q9ULH1. GDP FP detection. inhibition, % at 16.5 µM. 360,000 compounds, 0.19% hits. AID 624377; in the data active means inhibition above about 25%;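 further: 0% = vehicle with enzyme and substrate and 100% = no enzyme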
# DDE Tn6 FP inh – DD(E)-Tn6 binding inhibition, primary FP screen. inhibition, % at 8.3 µM. Fibrin DD(E) TRITC-Tn6 fluorescence polarization displacement. 370,000 compounds, 0.21% hits. P02675. AID 720509;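 active means inhibition above a per-campaign cutoff: mean of compounds within control limits plus 3 SD, cut at about 15% in these data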;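 further: 0% = median of all compound wells on the plate and 100% = blocking peptide control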
# ADAM10 inh – inhibits human ADAM10; O14672; recombinant ADAM10, EDANS/DABCYL FRET peptide cleavage, 3 h; inhibition, % at 7 µM; 370,000 compounds, 0.62% hits; AID 720582;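 active means inhibition above a per-campaign cutoff equal to the mean of compounds falling between control-based bounds plus 3 SD, cut at about 20% in these data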;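 further: 0% = DMSO wells while the 100% control is not disclosed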
# GC-A act – GC-A (human) enzyme activation; HEK293 GC-A cells, cGMP TR-FRET, EC30 ANP; 0% at EC30 ANP, 100% saturating ANP; activation, % at 10 µM; 370,000 compounds, 0.14% hits; AID 1671463; in the data active means activation above about 40%
# Target sequence (P16066 whole entry, looked up): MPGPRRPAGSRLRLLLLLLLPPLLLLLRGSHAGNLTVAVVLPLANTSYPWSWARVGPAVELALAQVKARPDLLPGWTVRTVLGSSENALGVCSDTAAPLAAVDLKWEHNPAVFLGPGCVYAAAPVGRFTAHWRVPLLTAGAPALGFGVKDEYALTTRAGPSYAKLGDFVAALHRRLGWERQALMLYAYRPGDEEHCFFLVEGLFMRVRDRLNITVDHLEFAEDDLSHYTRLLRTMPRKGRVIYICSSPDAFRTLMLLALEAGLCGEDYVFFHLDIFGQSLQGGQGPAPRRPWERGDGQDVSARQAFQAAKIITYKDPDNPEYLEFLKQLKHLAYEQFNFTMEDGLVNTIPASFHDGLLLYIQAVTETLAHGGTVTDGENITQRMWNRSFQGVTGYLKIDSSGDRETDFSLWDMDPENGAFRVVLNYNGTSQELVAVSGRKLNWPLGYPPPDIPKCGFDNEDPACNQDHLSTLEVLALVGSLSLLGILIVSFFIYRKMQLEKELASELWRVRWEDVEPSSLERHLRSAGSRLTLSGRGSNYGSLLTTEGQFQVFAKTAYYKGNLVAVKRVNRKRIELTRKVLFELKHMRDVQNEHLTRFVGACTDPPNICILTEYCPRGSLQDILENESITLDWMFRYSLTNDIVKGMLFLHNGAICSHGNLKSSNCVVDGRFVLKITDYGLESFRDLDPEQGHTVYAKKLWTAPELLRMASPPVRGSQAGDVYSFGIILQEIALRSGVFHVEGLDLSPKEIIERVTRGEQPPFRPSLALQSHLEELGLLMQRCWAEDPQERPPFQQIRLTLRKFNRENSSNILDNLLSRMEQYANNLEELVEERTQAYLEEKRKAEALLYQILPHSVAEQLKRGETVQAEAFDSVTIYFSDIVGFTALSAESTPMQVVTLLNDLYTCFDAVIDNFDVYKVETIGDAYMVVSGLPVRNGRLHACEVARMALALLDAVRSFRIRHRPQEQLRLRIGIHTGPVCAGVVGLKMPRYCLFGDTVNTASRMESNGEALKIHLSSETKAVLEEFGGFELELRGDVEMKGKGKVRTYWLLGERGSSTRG
# NPR2 activator – GC-B (human) receptor activation; 370,000 compounds, 0.11% hits; activation, % at 10 µM; HEK293-GC-B cells, CNP EC30, cGMP TR-FRET; 0% at EC30 CNP, 100% saturating CNP;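 active means activation at 10 µM reaching about 35% in either raw or pattern-adjusted values, limit read from the data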
# proKLK7 act – activates the human kallikrein-7 zymogen. AID 652039. purified proKLK7, EDANS-DABCYL substrate fluorescence; 100% is mature enzyme control, 0% vehicle. activation, % at 7 µM. 370,000 compounds, 0.9% hits. P49862;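 active means activation above the mean of all tested compounds plus 3 SD, computed per campaign excluding outliers beyond control limits, cut at about 13% in these data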
# ARFGAP1 inhibitor – inhibits rat ARF GTPase activating protein 1 | Arfgap1-stimulated ARF1 GTP hydrolysis, GDP FP detection | 360,000 compounds, 0.26% hits | inhibition, % at 16.5 µM | AID 651572;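 active means inhibition above a per-plate limit, mean inhibition of low control wells plus 3 SD, cut at about 25% in these data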;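 further: 0% = DMSO wells with enzyme and 100% = wells lacking Arfgap1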
#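 Material: truncated rat Arfgap1 GAP domain; Incubation: compound-enzyme preincubation 20 min, reaction 120 min, detection 60 min, 25 °C; Read-out: percent inhibition of Arfgap1-stimulated GTP hydrolysis; Technique: FP, GDP Alexa 633 tracer displaced from anti-GDP antibody, 620/688 nm; Controls: No-Arfgap1 wells (100%) versus DMSO full-reaction wells (0%); Replication: single well per compound.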
# rCAG binder – molecules binding r(CAG) RNA repeats; 370,000 compounds, 1.3% hits; r(CAG) RNA repeat, TO-PRO-1 dye displacement fluorescence; inhibition, % at 3 µM;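 active means inhibition above the plate cutoff, the mean of all test compounds on that plate plus 3 SD, cut at about 35% in these data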;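 further: 0% = DMSO alone and 100% = 100 µM mitoxantrone as full dye displacement; higher means more dye released from RNA so lower well fluorescence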
# HGIII-sPLA2 inh – Inhibits HGIII-sPLA2 liposome hydrolysis, primary screen; QFRET BODIPY PC-A2 liposome hydrolysis, fluorescence; 370,000 compounds, 0.56% hits; inhibition, % at 12.2 µM;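 active means inhibition above mean plus 3 SD of compounds lying within the high and low control bounds, cut at about 19% in these data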;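 further: 0% = median of test compound wells and 100% = no enzyme DMSO wells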
# * marks the source's active call; other numbers are inactive results; i = inactive; nt = not tested or not shown.
compound	ADAM10 inh	DDE Tn6 FP inh	ARFGAP1 inhibitor	NPR2 activator	HGIII-sPLA2 inh	GC-A act	rCAG binder	GAA850 FXN act	proKLK7 act	ASAP1 GAP inh
O=C(CCCc1cccs1)N1CCN(S(=O)(=O)c2ccccc2Br)CC1	17	-10	8	-9	-1	-6	-1	0.8	0.2	15
O=C(Cn1c(=O)oc2ccccc21)NCc1ccco1	8	-3	-17	6	7	3	2	-1.1	-0.5	-5
CN(CC(=O)Nc1c(Cl)cccc1Cl)C(=O)c1ccccc1SCC(=O)N1CCCC1	-2	8	-8	5	3	0	-9	-0.1	0.3	-3
O=C(NCc1ccc(Cl)cc1)C1CCCN(C(=O)c2ccc(Cl)cc2)C1 (stereo not drawn)	-3	-4	-8	4	4	-2	-2	-2.1	0.6	-13
COc1ccc(N(CC(=O)Nc2ccccc2C(F)(F)F)C2=NC3CS(=O)(=O)CC3S2)cc1 (stereo not drawn)	1	-5	0	-2	-8	-4	1	-1.1	0.1	1
O=C(CCNC(=O)Cn1ccc2ccccc2c1=O)NCCN1CCN(c2cccc(Cl)c2)CC1	-3	5	2	-2	-2	-1	-6	-1.7	0.1	-1
COc1ccc(CCNC(=O)c2c(O)c3cc(OC)c(OC)cc3[nH]c2=O)cc1OC	5	-6	16	-1	2	-3	3	2.2	-0.5	-1
Cc1ccc(-c2noc(CSc3nnc(Cc4ccccc4)n3-c3ccc(Cl)cc3)n2)cc1	17	-14	2	0	-19	-9	0	1.9	0.7	-2
Cc1ccc2nc(-c3cccc(-c4cccc(Cl)c4)c3)c(NCc3ccccc3)n2c1	-119	0	-5	1	14	-4	9	-0.8	-46	5
COc1ccccc1C(=O)NCCC(=O)Nc1ccc(S(=O)(=O)N2CC(C)CC(C)C2)cc1 (stereo not drawn)	29*	1	0	5	-62	-5	3	-2.8	1.1	2
CCNC(=O)CN(c1ccccc1)S(=O)(=O)c1ccc(Cl)cc1	-4	0	4	-14	-1	-16	-3	-0.9	0.3	5
Cc1nc2ccc(S(=O)(=O)N(C)CC(=O)N3CCc4ccccc43)cc2s1	-5	-1	-1	1	-3	-3	0	4.2	0.2	-1
CCOc1cc(/C=C(\C#N)C(N)=O)ccc1OCc1c(C)no[n+]1[O-]	-11	-5	2	-6	-3	-2	0	1.6	-0.3	7
O=c1ccc(-c2n[nH]c(=S)n2-c2ccc(F)c(Cl)c2)n[nH]1	-6	4	4	4	7	-1	2	0.5	-0.4	8
Cc1c(C(=O)NCc2ccccc2CN2CCCC2)oc2c(F)cccc12	-6	1	-4	5	-1	1	6	-0.2	-0.6	-7
COc1ccc(-n2nc(C(=O)NCC(=O)NCCCN3CCOCC3)c3ccccc3c2=O)cc1OC	-3	-4	7	2	1	1	-3	1.1	-0.3	12
CC(=O)Nc1ccc(CN(C)c2c(C)nc3ccc(C(=O)NCCCn4ccnc4)cn23)cc1	-11	-3	-2	1	7	2	0	0.4	0.6	0
CC(C)[C@H](NC(=O)OC(C)(C)C)c1nnc(SCC(=O)Nc2ccc(Br)cc2)o1	4	5	5	-9	-20	-1	1	1.4	-0.7	5
CC(=O)c1cccc(NC(=O)c2ccc(OCc3c(C)noc3C)cc2)c1	-16	-4	-12	1	-6	0	0	-2.3	-0.2	-6
CC(O)(c1cccc(F)c1)c1nc(-c2ccc3c(c2)OCO3)cs1 (stereo not drawn)	-6	2	10	-4	4	2	-1	1.5	-1.7	-6
O=[N+]([O-])c1ccccc1S(=O)(=O)NCc1cccnc1	5	0	8	1	2	-4	0	1.0	-0.1	14
O=[N+]([O-])c1cccc2c(S(=O)(=O)N3CCCCC3)cccc12	-1	1	-1	1	-8	-2	2	0.3	0.0	5
Cc1cc(/C=C(\C#N)C(=O)Nc2ccccc2)c(C)n1-c1ccc(C(=O)O)cc1	9	-5	6	-6	2	0	3	0.8	0.2	11
O=C(Nc1nc(-c2ccc(S(=O)(=O)N3CCCC3)cc2)cs1)c1cccs1	5	6	9	4	6	7	13	-0.2	-7.2	-3
CCN1C(=O)c2ccc(C(=O)Nc3cccc(C(=O)O)c3)cc2C1=O	-3	0	2	4	-5	2	4	0.9	-0.3	-9
CC1(C(=O)NS(=O)(=O)c2cccc(Cl)c2)CCN1C(=O)C/C=C/c1ccccc1 (stereo not drawn)	-21	-1	-5	3	6	4	24	2.1	0.6	5
CC(NCc1ccccc1O)C12CC3CC(CC(C3)C1)C2 (stereo not drawn)	-6	5	0	-8	-4	-16	7	0.0	0.3	4
CC(=O)Nc1nonc1-c1nc2ccccc2n1N(C(C)=O)C(C)=O	-5	0	-2	3	3	-2	6	1.3	0.6	-8
O=C(CSc1ccccn1)N/N=C/c1cccc([N+](=O)[O-])c1	1	4	1	-3	0	5	0	2.9	-0.7	4
Cc1cccc(COCCN2CCN(S(=O)(=O)c3ccccc3)CCC2=O)c1	6	-6	9	4	-6	-2	-6	0.1	0.2	-3
O=C(COC(=O)c1cccnc1Cl)NCCc1ccc(F)cc1	-8	0	10	0	12	1	-1	-0.1	-0.2	1
COC(=O)c1cn(NC(=O)Cc2ccc(Cl)cc2)c(=O)c2ccccc12	-6	2	11	4	-15	-1	9	1.5	-1.1	-15
N#CC1=C(N)OC2=C(C(=O)CC(c3ccccc3)C2)C1c1ccoc1 (stereo not drawn)	-4	5	1	-3	-5	-5	4	0.3	0.0	-3
CN(CC(=O)OCC(=O)NC1CCCC1)S(=O)(=O)c1ccc(Cl)cc1	-9	-1	8	5	15	0	-1	2.4	-0.9	-5
C(/C=C/c1ccco1)=N/N1CCN(c2ccccc2)CC1	11	-1	1	1	3	2	1	3.5	0.7	1
Cc1cc(C)n(-c2nc(C)nc(NCc3ccccc3)n2)n1	-11	0	6	1	-7	3	-8	3.8	0.2	9
Cc1cccc(CN[C@@H]2CC[C@@]34CCCN3C(=O)CCC[C@H]4C2)c1	-10	-4	nt	-5	6	-2	nt	nt	nt	nt
Cc1ccc(CNc2nc3ccccc3n3cnnc23)cc1	0	-5	-9	19	-2	9	2	0.3	-0.1	7
Cc1[nH]c2c(Cl)cccc2c(=O)c1CN1CCCCCC1	6	5	15	4	1	2	-3	2.5	0.4	1
C[C@H](CO)N1C[C@H](C)[C@@H](CN(C)C(=O)Nc2ccccc2F)Oc2ncc(Br)cc2C1=O	-6	9	-4	-1	1	4	2	-0.4	-0.3	4
COc1ccc(C(=O)Nc2ccccc2C(=O)N/N=C/c2ccco2)cc1	1	-1	2	-1	-1	-2	5	6.8	-0.1	4
CCOC(=O)C1=CCN(S(=O)(=O)c2cccc(Cl)c2)C1c1ccc(Br)cc1 (stereo not drawn)	1	3	0	-8	-6	-7	4	nt	-0.8	-3
O=C(Nc1nc2c(s1)CCCC2)c1ccc(N2C(=O)CCC2=O)cc1	-5	0	-6	4	-1	4	-2	6.5	-0.1	12
Cc1nn(-c2ccccc2)c(C)c1NC(=O)Cc1cccs1	4	-3	-3	-7	3	-1	8	0.1	-0.6	-6
COC(=O)[C@]12C[C@H](CC(=O)N3CCSCC3)C(=O)N(Cc3ccc(Cl)cc3Cl)C1=C[C@H](COCc1ccccc1)O[C@@H]2C	10	-1	nt	-5	-4	-4	6	nt	0.4	nt
CSc1ccccc1NC(=O)c1cc(S(=O)(=O)N(C)C)ccc1N1CCCC1	-7	7	-9	1	-2	0	3	2.9	0.5	-11
O=C1c2ccccc2NC(c2ccccc2)N1Cc1ccccc1 (stereo not drawn)	i	-9	0	-8	-1	-10	-3	-0.9	9.4	-6
Cc1cc([N+](=O)[O-])c(NC2CCCCC2)c([N+](=O)[O-])c1	3	-13	1	0	2	-6	2	1.5	0.5	-7
O=C(NCCNCc1cccc(Cl)c1)c1ccco1	-7	-10	-3	-1	-13	-1	29	1.6	-0.2	-8
CC(=O)Nc1ccc(N(C(=O)CNC(=O)c2ccco2)C(C(=O)NCc2ccco2)c2ccccc2)cc1 (stereo not drawn)	-3	0	-2	-5	1	-1	0	1.6	0.0	4
CCc1ccc(C(O)(C(C)C)C(CN2CCOCC2)c2ccccc2)cc1 (stereo not drawn)	0	0	-2	-10	6	-37	-5	-1.2	0.8	-8
CCc1ccc(OCCCCN(C)Cc2ccccc2)cc1	2	5	2	-1	15	-2	-4	2.3	-0.5	-16
O=C(OCCCOC(=O)c1cc[n+]([O-])cc1)c1cc[n+]([O-])cc1	-13	-7	-7	5	9	4	-3	0.5	-0.2	2
CSc1ccc(-c2c(C#N)c(N)nc3c2CCCC3)cc1	-3	-5	1	-3	-3	-8	2	-0.9	-0.7	-12
O=C(CSc1cn(Cc2ccccc2)c2ccccc12)Nc1nccs1	16	-4	3	-6	-3	-4	5	3.1	0.1	-1
O=S(=O)(c1ccccc1)N1CCN(c2cc(-c3ccccc3)nc3ncnn23)CC1	-2	0	-4	1	-1	-8	1	0.7	0.3	-3
COCCn1c(SCC(=O)N2CCN(c3ccccc3)CC2)nc2c(c1=O)SC(C)C2 (stereo not drawn)	-8	6	15	3	0	-2	1	-0.3	-0.5	13
COc1ccc(CC(=O)NCc2ccco2)cc1OC	3	-3	-2	5	4	0	2	2.4	-1.2	-7
CC(C)C(c1nnnn1C1CCCCC1)N1CCCc2ccccc21 (stereo not drawn)	0	0	-3	-7	1	-4	-6	-0.3	-0.2	9
O=C(CCN1C(=O)/C(=C/c2ccc3c(c2)OCO3)SC1=S)NNC(=O)c1cccnc1	-2	-8	0	1	2	-1	3	1.2	-0.3	0

# Next section.
compound	ADAM10 inh	DDE Tn6 FP inh	ARFGAP1 inhibitor	NPR2 activator	HGIII-sPLA2 inh	GC-A act	rCAG binder	GAA850 FXN act	proKLK7 act	ASAP1 GAP inh
O=C(COC(=O)C(Cc1ccccc1)NC(=O)c1ccc(Cl)cc1)c1ccc(Cl)cc1 (stereo not drawn)	-7	-2	-2	-11	-4	-7	4	0.6	0.2	-8
CN1C(N)=NC(=O)/C1=C/c1ccc(F)cc1	1	3	-2	1	1	0	1	0.6	0.1	1
O=C(CC1CC2CCC1C2)OCC(=O)c1c[nH]c2ccccc12 (stereo not drawn)	12	-8	6	-1	-17	3	1	1.6	0.2	-3
CC1CCCCN1S(=O)(=O)c1ccc(C(=O)Nc2nnc(-c3ccco3)o2)cc1 (stereo not drawn)	13	1	5	-6	-15	-2	32	-0.9	-0.3	-6
O=C(N[C@H](C(=O)N1CCC[C@H]1C(=O)NCc1ccccc1)c1ccccc1)c1ccc(Cl)cc1Cl	-1	2	0	-2	-3	-3	1	nt	0.6	0
Cc1sc2ncnc(N(C)C3CCCCC3)c2c1C	-7	-3	-13	-5	2	-4	-3	1.1	-0.2	4
